Compound activity from PubChem.
PLCb3 inh = inhibitors of human phospholipase C beta3; Purified PLC-beta3, fluorogenic substrate, fluorescence; inhibition, % at 12.2 µM; hit rate 0.18% among 370,000; in the data active means inhibition above about 11%;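 further: 0% = median of compound wells on plate and 100% = full blocker control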
DDE Tn7 FP inh = DD(E)-Tn7 binding inhibition, primary FP screen. P02675. FP displacement of FITC-Tn7 peptide from fibrin DD(E); 0% = median of compound wells per plate. inhibition, % at 8.3 µM. hit rate 0.13% among 370,000. AID 720508;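 active means inhibition above the mean of compounds falling within the control limits plus 3 SD of them, cut at about 14% in these data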;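 further: 0% = plate median of compound wells and 100% = 10 µM Aha-Tn7 peptide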
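Assay system: Human clot-derived fibrin DD(E) complex | Buffer or medium: Tris/NaCl/CaCl2 buffer, pH 7.8 | Repeats: One replicate per compound | Benchmarks: Aha-Tn7 high control | Measure: % inhibition scaled between sample-field median and high-control FP | Schedule: 10 min plus 3 h, room temperature | Signal: Fluorescence polarization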
HGIII-sPLA2 inh = Inhibits HGIII-sPLA2 liposome hydrolysis, primary screen; hit rate 0.56% among 370,000; inhibition, % at 12.2 µM; QFRET BODIPY PC-A2 liposome hydrolysis, fluorescence; Q9NZ20; AID 743126;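 active means inhibition above mean plus 3 SD of compounds lying within the high and low control bounds, cut at about 19% in these data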;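 further: 0% = median of test compound wells and 100% = no enzyme DMSO wells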
KLK7 zymogen act = activates the human kallikrein-7 zymogen; P49862; purified proKLK7, EDANS-DABCYL substrate fluorescence; 100% is mature enzyme control, 0% vehicle; activation, % at 7 µM; hit rate 0.9% among 370,000; AID 652039;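 active means activation above the mean of all tested compounds plus 3 SD, computed per campaign excluding outliers beyond control limits, cut at about 13% in these data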
UHRF1 MBD2 ctr = UHRF1 methyl-DNA binding inhibition; Q96T88; UHRF1 binding to methylated oligo, TR-FRET; inhibition, % at 4.4 µM; hit rate 0.75% among 370,000; AID 687016; in the data active means inhibition above about 21%;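 further: UHRF1 SRA domain binding a hemimethylated CpG hairpin DNA probe; 0% = median of test compound wells and 100% = reference inhibitor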
Target sequence (Q96T88 whole entry, looked up, the tested form may be a part): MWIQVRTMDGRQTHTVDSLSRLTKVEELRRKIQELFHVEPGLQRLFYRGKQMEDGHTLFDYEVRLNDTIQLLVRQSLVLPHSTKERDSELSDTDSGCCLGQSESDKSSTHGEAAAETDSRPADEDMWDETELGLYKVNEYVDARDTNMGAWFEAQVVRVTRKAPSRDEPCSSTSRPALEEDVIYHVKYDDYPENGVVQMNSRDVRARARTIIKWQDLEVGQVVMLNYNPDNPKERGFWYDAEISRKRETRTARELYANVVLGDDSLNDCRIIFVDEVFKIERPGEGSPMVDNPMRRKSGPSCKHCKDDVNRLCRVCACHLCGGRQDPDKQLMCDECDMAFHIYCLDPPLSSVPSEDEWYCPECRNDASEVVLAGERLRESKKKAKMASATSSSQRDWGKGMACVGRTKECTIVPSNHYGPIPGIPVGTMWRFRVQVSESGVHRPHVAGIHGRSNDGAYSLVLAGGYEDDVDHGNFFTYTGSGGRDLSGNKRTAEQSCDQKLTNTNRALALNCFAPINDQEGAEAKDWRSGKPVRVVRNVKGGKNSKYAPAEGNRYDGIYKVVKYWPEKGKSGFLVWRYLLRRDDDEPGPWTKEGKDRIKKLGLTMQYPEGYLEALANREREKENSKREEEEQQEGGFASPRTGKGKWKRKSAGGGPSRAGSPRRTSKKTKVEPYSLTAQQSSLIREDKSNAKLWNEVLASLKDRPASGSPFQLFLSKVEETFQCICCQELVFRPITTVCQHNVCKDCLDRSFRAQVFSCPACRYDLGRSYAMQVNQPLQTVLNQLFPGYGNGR
DDE Tn6 FP inh = inhibitors of Tn6 peptide binding to human fibrin DD(E); P02675; Fibrin DD(E) TRITC-Tn6 fluorescence polarization displacement; inhibition, % at 8.3 µM; hit rate 0.21% among 370,000; AID 720509;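 active means inhibition above a per-campaign cutoff: mean of compounds within control limits plus 3 SD, cut at about 15% in these data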;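 further: 0% = median of all compound wells on the plate and 100% = blocking peptide control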
NR1D1 modulator = Rev-erb alpha (human) modulation | Rev-erbα–FITC-DNA binding, fluorescence polarization, 90 min | hit rate 0.79% among 370,000 | P20393 | activity, % at 10 µM;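 active means activity above about 14%, limit read from the data; passing the limit was not always enough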;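 further: 0% = DMSO wells with 35 nM protein and 100% = DMSO wells with 750 nM protein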
PLC-gamma1 inh = PLC-gamma1 (human) inhibition, primary screen; P19174; purified PLC-gamma1, fluorogenic substrate, fluorescence; inhibition, % at 12.2 µM; hit rate 0.84% among 370,000; in the data active means inhibition above about 9.5%
ARFGAP1 inh = inhibits rat ARF GTPase activating protein 1; Q62848; Arfgap1-stimulated ARF1 GTP hydrolysis, GDP FP detection; inhibition, % at 16.5 µM; hit rate 0.26% among 360,000; AID 651572;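 active means inhibition above a per-plate limit, mean inhibition of low control wells plus 3 SD, cut at about 25% in these data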;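 further: 0% = DMSO wells with enzyme and 100% = wells lacking Arfgap1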
Target sequence (Q62848 1-136 limits assumed): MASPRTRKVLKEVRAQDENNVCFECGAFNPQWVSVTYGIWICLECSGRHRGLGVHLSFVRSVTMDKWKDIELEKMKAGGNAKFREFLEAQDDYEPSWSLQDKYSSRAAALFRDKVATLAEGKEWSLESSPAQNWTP
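system = rat Arfgap1 catalytic domain, aa 1-136 | technique = FP, GDP Alexa 633 tracer displaced from anti-GDP antibody, 620/688 nm | compound = one concentration, 16.5 µM, DMSO 1.26% | medium = HEPES-based buffer, pH 7.5 | timing = compound-enzyme preincubation 20 min, reaction 120 min, detection 60 min, 25 °C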
ASAP1 inh = blocks human ASAP1-stimulated Arf1 GTP hydrolysis; hit rate 0.19% among 360,000; AID 624377; GDP FP detection; Q9ULH1; inhibition, % at 16.5 µM; in the data active means inhibition above about 25%;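 further: 0% = vehicle with enzyme and substrate and 100% = no enzyme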
Starred values were filed as active, the others as inactive.

SMILES	PLCb3 inh	DDE Tn7 FP inh	HGIII-sPLA2 inh	KLK7 zymogen act	UHRF1 MBD2 ctr	DDE Tn6 FP inh	NR1D1 modulator	PLC-gamma1 inh	ARFGAP1 inh	ASAP1 inh
CCOc1ccc(C(=O)N(CN2CCCC2=O)c2cccc(Cl)c2)cc1	-7.6	2.4	0.5	-0.2	2.0	-8.4	-4.9	1.4	37.5*	-6.7
CC1CCN(C(=O)c2ccc(CSc3nc4ccncc4n3Cc3ccc(F)cc3)cc2)CC1	2.8	7.1	-10.8	0.6	-3.6	6.2	-6.2	0.8	2.7	4.4
CC(=O)n1nc(-c2ccco2)nc1N	1.9	2.7	2.5	0.5	-3.0	1.6	7.7	-0.4	6.8	-0.8
COc1cccc(CNC(=O)CSc2nnc3c(n2)[nH]c2ccccc23)c1	-5.5	0.5	0.6	-0.1	-3.5	0.8	1.0	-2.5	2.8	2.1
COc1ccc(CCNC(=O)NCCc2c[nH]c3ccccc23)cc1OC	-4.5	3.8	-4.9	0.5	0.0	3.7	-3.6	-3.1	-2.0	-4.3
COc1ccc(-n2nc([N+](=O)[O-])c(=NCc3ccco3)n2O)cc1	1.1	-5.0	-1.3	-0.4	11.7	6.7	-1.6	0.2	-0.8	0.0
CCCCNc1cccc2c1S(=O)(=O)N[C@H](CC(C)C)CO2	-4.6	4.9	12.9	0.5	4.2	-0.7	-7.0	3.6	-6.6	6.3
NC(c1csc(Nc2ccc(C(=O)c3ccccc3)cc2)n1)c1ccccc1Cl (centres undefined)	-164.6	0.6	1.2	-3.7	0.2	-2.7	4.2	-115.1	18.2	19.9
CN1CCN(C(=O)c2cc(Cl)ccc2Cl)CC1	0.8	-3.1	4.5	-0.2	0.2	3.4	4.8	3.4	-15.1	-4.1
CCc1ccc(C2=NN(CCC(=O)NCC3CCCO3)C(=O)CC2)cc1 (centres undefined)	-5.5	9.7	-1.2	0.7	-0.4	1.6	-4.3	4.3	4.5	5.4
C=CCOC(=O)C1=C[C@H](c2csc3ccccc23)[C@@H](CCCO)[C@H](OCC)O1	1.3	-6.0	-15.0	0.3	-0.2	-4.0	4.6	2.4	8.8	-3.6
O=C(Cc1csc(N2CCOCC2)n1)N/N=C/c1ccc(Cl)cc1Cl	-4.1	0.9	-5.3	0.5	-6.9	4.9	-0.6	-0.7	4.3	1.0
O=C1Nc2ccccc2-c2nnnn2C1N1CCC(Cc2ccccc2)CC1 (centres undefined)	0.4	-0.8	-5.3	-0.5	-2.1	1.6	3.2	2.5	-6.2	-7.1
O=C(NN=Cc1ccccc1O)C(O)(c1ccccc1)c1ccccc1	-15.4	6.9	-1.2	-28.5	9.1	7.7	-1.3	-13.4	-0.9	7.0
O=C(CNC(=O)c1ccccc1F)Nc1ccccc1C(F)(F)F	3.1	0.6	-3.4	-0.5	-0.1	1.9	-3.0	3.3	11.8	-6.6
Cc1ccc(C)c(OCCC(=O)Nc2cc(S(=O)(=O)N3CCCCC3)ccc2C)c1	4.6	2.1	-8.6	0.1	8.2	-2.0	2.6	2.5	4.6	5.4
COc1cc(C(=O)Nc2ccncc2)cc(OC)c1OC	-4.2	-0.8	20.6*	0.1	4.0	-1.5	1.1	5.1	2.9	-14.2
COc1cccc(NC(=O)N2CCCCCC2)c1	-8.6	0.1	10.0	-0.2	2.5	0.5	-4.0	1.5	7.2	-3.0
O=c1[nH]c(CSc2nnc(-c3ccccc3)n2-c2ccccc2)nc2ccccc12	0.0	-2.9	0.2	-0.6	0.1	-1.9	-0.9	-1.4	0.4	-7.7
O=C(NNC(=O)c1cc(S(=O)(=O)N2CCCCC2)ccc1Cl)c1ccccc1O	-1.5	7.7	9.7	-0.4	-1.5	-2.2	-0.5	0.3	-5.8	1.5
O=C(Cn1nc(C(=O)O)c2ccccc2c1=O)Nc1cc(Cl)cc(Cl)c1	-6.8	-0.3	1.1	0.0	0.4	3.5	3.9	-0.8	4.0	4.8
Cc1[nH]c(C)c(S(=O)(=O)N2CCN(c3ccccc3F)CC2)c1C(=O)N1CCCCC1	-3.7	-2.7	-4.1	0.1	0.1	-4.7	2.2	1.6	-4.3	6.1
O=C(NCC(=O)N(c1cnc2ccccc2c1)C(C(=O)NC1CCCC1)c1ccncc1)c1ccco1 (centres undefined)	-4.5	1.5	1.2	0.2	0.2	4.0	5.0	-13.3	5.8	4.2
CCCCN(CC)Cc1ccc(CNC(=S)Nc2cccc(F)c2)o1	-8.0	-5.8	3.5	0.5	-0.4	-3.4	4.1	0.0	5.7	4.4
COc1cccc(C(=O)NC2CC3CCC(C2)N3Cc2ccccc2)c1 (centres undefined)	-4.4	-0.5	-6.1	0.4	-1.3	4.8	-1.3	-19.4	-0.2	-8.3
Cc1ccc(S(=O)(=O)Nc2cccc3c2O[C@H](CN(C)C(=O)Nc2ccc(C(F)(F)F)cc2)[C@@H](C)CN([C@H](C)CO)C3=O)cc1	0.3	3.8	-26.1	-0.2	-0.4	0.1	-0.8	-0.5	7.0	8.2
CCOC(=O)CCCNC(=O)c1cncc(Br)c1	8.1	1.1	-0.3	-0.2	2.5	-0.1	4.4	8.4	1.2	0.4
CNc1c(NS(=O)(=O)c2ccc(OC)c(Cl)c2)c(=O)oc2ccccc12	-1.4	0.5	-5.5	-2.0	0.1	4.3	4.7	10.9*	5.3	-1.9
O=C(NCC1CCOCC1)c1cc(COc2cccc(C(F)(F)F)c2)on1	-6.0	4.2	-0.1	-0.5	-3.1	-3.2	0.9	-0.4	-5.7	3.7
Cc1c(C(=O)O)[nH]c2c1C(=O)CC(c1ccc(Cl)cc1)C2 (centres undefined)	-0.1	3.6	7.4	0.1	-3.2	1.7	1.5	-5.1	1.6	3.3
COc1ccc(CNc2ncnc3c2[nH]c2ccccc23)cc1	-21.7	5.6	-20.4	-0.1	-1.3	-1.0	-0.3	-10.2	-12.4	4.0
CC(=O)Nc1cccc(-c2cc(N3CCN(CCO)CC3)n3nccc3n2)c1	-138.4	4.8	3.6	2.3	0.0	-1.5	-1.4	-121.3	0.7	3.6
Cc1cccc(/C(N)=N/OC(=O)c2ccncc2)c1	-6.9	1.5	-3.3	-0.7	1.4	6.1	-1.3	2.9	5.4	-3.7
O=c1cc(Cl)c(-c2ccccc2)nn1Cc1ccc(Cl)cc1	-4.7	-1.2	3.9	-0.4	-2.0	0.7	-1.8	-2.6	0.5	-4.5
Cn1c(SCC(=O)c2ccc(F)cc2)nc2cccnc21	1.9	-5.8	-21.7	-0.3	-3.2	-2.2	-2.0	-2.9	0.4	-6.7
CN(C)S(=O)(=O)c1ccc(Cl)c(NC(=O)CN2C(=O)NC3(CCc4ccccc43)C2=O)c1 (centres undefined)	-8.6	0.0	6.6	0.5	1.5	-3.7	7.4	0.3	-4.5	10.1
O=C(NCCCNC(=O)c1cnccn1)c1ccc(Cl)c(Cl)c1	-9.6	-9.0	4.4	0.2	0.4	0.1	-0.9	1.8	-3.3	-1.2
C1=NN(c2ccccc2)C=NN1c1ccccc1	3.6	-11.0	3.5	-0.1	1.0	0.2	3.9	-1.5	-2.6	3.7
CCn1c(SCC(=O)Nc2nc(C)cs2)nnc1-c1ccco1	3.8	4.0	-3.4	0.0	-0.8	-3.6	0.2	-0.7	-14.0	-12.3
Cc1nn(Cc2c(F)c(F)c(F)c(F)c2F)c(C)c1NC(=O)c1ccnn1C	-2.8	-6.5	3.2	-0.4	0.1	-3.5	2.7	0.1	8.0	-6.5

Quoted at random: 2 records from the list
SMILES	PLCb3 inh	DDE Tn7 FP inh	HGIII-sPLA2 inh	KLK7 zymogen act	UHRF1 MBD2 ctr	DDE Tn6 FP inh	NR1D1 modulator	PLC-gamma1 inh	ARFGAP1 inh	ASAP1 inh
Cn1c(SCC(=O)c2ccc(F)cc2)nc2cccnc21	1.9	-5.8	-21.7	-0.3	-3.2	-2.2	-2.0	-2.9	0.4	-6.7
C1=NN(c2ccccc2)C=NN1c1ccccc1	3.6	-11.0	3.5	-0.1	1.0	0.2	3.9	-1.5	-2.6	3.7

Continuation:
SMILES	PLCb3 inh	DDE Tn7 FP inh	HGIII-sPLA2 inh	KLK7 zymogen act	UHRF1 MBD2 ctr	DDE Tn6 FP inh	NR1D1 modulator	PLC-gamma1 inh	ARFGAP1 inh	ASAP1 inh
CCOc1ccc(-c2c[n+]3c(n2-c2ccccc2)CCCCC3)cc1	1.3	-4.1	6.7	-0.1	2.8	1.0	3.7	2.6	5.5	5.2
O=C(c1cccnc1)N1CCC(Oc2ccc(C(=O)N3CCCCO3)cc2)CC1	2.1	-2.3	-1.4	0.6	-0.6	-7.2	-0.2	4.5	-12.6	-6.2
Cc1cc(NC(=O)CSc2nc(-c3ccco3)cc(C(F)(F)F)n2)no1	1.0	3.2	9.1	0.0	-0.6	3.3	8.7	-2.3	7.1	-13.2
CCN(C[C@H]1N[C@@](Cc2ccccc2)(C(=O)OC)[C@H]2C(=O)N(Cc3ccccc3)C(=O)[C@@H]12)S(=O)(=O)c1ccccc1	2.3	-1.8	-0.7	0.6	-2.2	-3.2	5.7	2.4	7.7	-4.7
CC(C)(C)c1ccc(OCc2ccc(C(=O)N/N=C/c3ccc([N+](=O)[O-])cc3)o2)cc1	2.7	3.5	2.6	0.5	5.5	-4.0	-2.7	-2.5	-2.0	7.8
COc1ccc(CCN2C(=O)c3ccccc3C2c2nnnn2C(C)C)cc1OC (centres undefined)	2.9	9.2	3.7	-0.6	-1.1	-6.3	-1.6	-1.3	8.9	-1.8
CCCC(C(=O)Nc1ccc(S(=O)(=O)Nc2ncccn2)cc1)c1ccccc1 (centres undefined)	-6.4	1.7	-7.4	-0.4	3.9	4.2	-6.4	-3.4	-17.5	-5.1
CC(C)OC(=O)c1ccc(COC(=O)CNC(=O)c2ccco2)cc1	-3.7	-0.4	-3.7	0.3	2.2	0.0	9.5	5.9	1.1	-11.1
COc1cccc(CN(C)S(=O)(=O)c2cccs2)c1	-2.9	0.5	-10.6	0.3	-1.0	7.5	1.9	-0.9	11.3	-2.5
O=C(NCc1ccccn1)c1ccc(Cn2c(=S)[nH]c3ccc(Br)cc3c2=O)cc1	-5.4	-2.5	-0.4	-0.8	1.3	3.0	42.5*	-0.5	-8.1	18.9
CCOC(=O)c1c(C)[nH]c(C(=O)N(C)Cc2cccc(OC)c2OC)c1C	-55.4	5.5	-2.3	-0.2	-0.6	-9.5	-5.2	-0.3	4.9	-8.6
Nc1ccc(SCc2cccnc2)cc1	-2.4	1.5	8.2	-0.1	-3.0	-4.7	-1.4	-1.1	3.0	-20.7
COc1ccccc1OCc1ccc(C(=O)N(C)C)o1	0.3	2.0	1.4	-0.4	0.8	3.8	1.9	-2.2	16.8	5.2
CCc1ccc2oc(C(=O)NC3CCS(=O)(=O)C3)cc(=O)c2c1 (centres undefined)	-22.5	0.1	1.6	0.5	-2.6	6.2	-5.3	-11.4	-8.4	-8.6
